Screens (PubChem)
HT1080-NT tox: kills 2HG-producing HT-1080-NT fibrosarcoma cells | HT-1080-NT fibrosarcoma viability, CellTiter-Glo ATP luminescence, 48 h | Potency, µM (doses to about 46.1 µM), for inactives: at the highest dose activity, negative = less viability, actives largely listed as cytotoxic | 1.6% of 360,000 active | AID 686970;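 note: NT is the 2HG producing partner of a matched IDH1 knockdown line; potency is the fitted concentration of half-maximal effect; 0% = DMSO-treated cells and -100% = media-only wells without cells; nearly all actives have a fitted effect of over 55% in size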
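Read-out is CellTiter-Glo luminescence after 10 minutes at room temperature, following 48 hours' compound treatment of HT-1080-NT cells (750 cells/well, RPMI, 5% FBS, 37 degrees C).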
MCF10A rerep: induces DNA re-replication in MCF 10a normal breast cells. 2.9% of 350,000 active. Potency, µM (top dose mostly 46.1 µM), without a hit: top-dose activity, positive = re-replication, most hits filed as activators. MCF 10A DNA re-replication, Hoechst nuclear intensity, 48 h; note: potency is the fitted concentration of half-maximal effect; % of control where 0% means no effect; nearly all actives have a fitted effect of over 50% in size
IL1B secr inh: blocks inflammasome-driven IL-1 beta release | THP-1 LPS/ATP IL-1B secretion, AlphaLISA, 16 h; stronger effect = lower value | 4.7% of 360,000 active | activity change, % at 57.5 µM; in the data active = activity change below about -50%; inconclusive = mostly about -30% to -49%; note: % is set by controls: 0 for no effect and ±100 for the full control effect
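THP-1 cells pretreated 1 hr with compounds (up to 57.5 uM final), then stimulated with LPS (250 ng/mL final) plus ATP (1.25 mM final); secreted IL-1B measured by AlphaLISA after 16 hr, decreased signal indicating inhibition.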
SW480 rerep: induces DNA re-replication in SW480 colon adenocarcinoma cells; SW480 DNA re-replication, Hoechst DNA content imaging, 48 h; Potency, µM (highest dose often 46.1 µM), for inactives: at the highest dose re-replication activation, usual class: activators; 1.8% of 340,000 active; AID 624297; note: potency is the fitted concentration of half-maximal effect; % of control where 0% means no effect; nearly all actives have a fitted effect of over 55% in size
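Quantitative HTS format with DMSO vehicle controls; 48 hr drug incubation at 37 C, then 40 min Hoechst staining and scanning imager measurement at 405 nm excitation.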
KB-V1 cytotox: kills drug-selected multidrug resistant KB-V1 cells; KB-V1 MDR cells viability, CellTiter-Glo, 72 h; Potency, µM (titrated, usually from 46.1 µM), for inactives: at the highest dose activity change, negative = cytotoxicity, actives largely listed as cytotoxic; 3.4% of 400,000 active; note: potency is the fitted concentration of half-maximal effect; % is set by controls: 0 for no effect and ±100 for the full control effect; nearly all actives have a fitted effect of over 60% in size
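Luminescent ATP read-out (CellTiter-Glo, 10 min) measures survival of drug-selected KB-V1 MDR cells after 72 h, 37 degrees C compound exposure. Medium: phenol-red-free DMEM, 10% FBS. Values from fitted concentration-response curves.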
KB-3-1 tox: kills parental KB-3-1 adenocarcinoma cells; KB-3-1 viability, CellTiter-Glo ATP luminescence, 72 h; Potency, µM (titrated, usually from 46.1 µM), for inactives: at the highest dose activity change, negative = cytotoxic, actives largely listed as cytotoxic; 1.4% of 400,000 active; note: potency is the fitted concentration of half-maximal effect; % is set by controls: 0 for no effect and ±100 for the full control effect; nearly all actives have a fitted effect of over 60% in size
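Viability of parental KB-3-1 cells, measured by CellTiter-Glo luminescence, followed a 72 h incubation at 37 °C with pinned compounds in phenol-red-free DMEM containing 10% FBS.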
ATXN2 expr inh: reduces ATXN2 reporter expression in HEK-293 cells; HEK-293 ATXN2-luciferase reporter, luminescence, 24 h; Potency, µM (titrated, usually from 57 µM), inactives show top-dose activity change, negative = inhibition, most hits filed as inhibitors; 0.72% of 360,000 active; AID 1745845; note: potency is the fitted concentration of half-maximal effect; % is set by controls: 0 for no effect and ±100 for the full control effect; nearly all actives have a fitted effect of over 55% in size
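qHTS (up to 57 uM final) was run with 24 h compound exposure of reporter cells at 37 °C. Each well was multiplexed: SteadyGlo luminescence measured ATXN2-luciferase expression after a fluorogenic Gly-Phe-AFC viability readout (25 uM final).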
HT1080 IDH1KD tx: kills HT-1080 cells with IDH1 knockdown. HT-1080 IDH1 knockdown viability, ATP luminescence, 48 h. 2% of 360,000 active. Potency, µM (highest dose often 46.1 µM), without a hit: top-dose activity, negative = toxicity, usual class: cytotoxic. AID 686971;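 note: potency is the fitted concentration of half-maximal effect; 0% = DMSO wells and -100% = cell-free medium wells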
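Assay cells: HT-1080 with IDH1 knockdown, 750 per well, RPMI/5% FBS. Exposure: 48 h at 37 °C following 2 h pre-incubation. Read: CellTiter-Glo luminescence; fitted concentration-response, curve class assigned.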
WRN inhibitor: inhibitors of human WRN helicase. Q14191. WRN helicase unwinding, fluorescent forked duplex, kinetic. Potency, µM (doses to about 114 µM), for inactives: at the top dose activity change, negative = inhibition, actives largely listed as inhibitors. 0.46% of 360,000 active; note: potency is the fitted concentration of half-maximal effect; % is set by controls: 0 for no effect and ±100 for the full control effect; nearly all actives have a fitted effect of over 55% in size
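Enzyme (20 nM final) and test compound sit together 15 min at room temperature before substrate addition. Substrate is a single-forked duplex oligonucleotide (100 nM) labelled with fluorophore and quencher, with 2 mM ATP; helicase unwinding raises red fluorescence, read kinetically.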
Active calls of the source: *; ? = inconclusive; nt = no result given; [ ] = another dose, or the depositor's remark. Unless noted, calls come from the whole dose curve; as a rule, active = well fitted curve in the direction sought with a large enough effect; inconclusive = small, poorly fitted or top-dose-only effect, or another doubt; inactive = no such curve, though single readings can be large; an effect the other way counts as inactive or inconclusive.

SMILES	HT1080-NT tox	MCF10A rerep	IL1B secr inh	SW480 rerep	KB-V1 cytotox	KB-3-1 tox	ATXN2 expr inh	HT1080 IDH1KD tx	WRN inhibitor
CCOc1ccc(C(=O)N[C@H](C(=O)NNC(=O)c2cccs2)C(C)C)cc1	14%	0%	21	-4%	13%	3%	2%	0%	-17%
CCn1c(SC(C)C(=O)Nc2nccs2)nnc1-c1ccncc1 (stereo not given)	-1%	0%	-5	-3%	-3%	3%	1%	6%	-34%
CC(=O)NC(CC(=O)OCC(=O)N1CCN(S(=O)(=O)c2ccc(C)cc2C)CC1)c1ccccc1 (stereo not given)	3%	3%	11	0%	-16%	-6%	nt	-5%	-7%
CCCc1cc(=O)n2[nH]cnc2n1	9%	3%	-5	3%	0%	14%	-4%	16%	-6%
Nc1ccccc1C(=O)NNC1=C(C(=O)C(F)(F)F)CCC1	-21%	8%	6	?	-20%	?	-38%	?	-10%
COc1ccc(CCC(=O)NC(C)C)cc1	10%	3%	0	0%	3%	11%	-7%	-1%	-34%[57.1 µM]
COc1ccc(S(=O)(=O)NC2CC2)cc1Br	-7%	?	0	13%	4%	2%	10%	4%	6%
COCCn1c(SCC(=O)Nc2cccc(F)c2)nc2c(c1=O)SCC2	-1%	-9%	6	4%	?	10%	22%	-2%	4%
COc1ccc(NC(=O)Cn2cnc3sc(C)c(S(=O)(=O)N4CCOCC4)c3c2=O)c(OC)c1	-6%	?	-8	14%	-15%	0%	-8%[11.3 µM]	?	-31%
O=C(CSc1nc(COc2ccccc2)nc2ccccc12)NC1CCCC1	-3%	?	-1	?	-9%	1%	1%	0%	1%
COC(=O)C1=C(C)N=C2SC(C)C(=O)N2C1/C=C/c1ccccc1 (stereo not given)	-3%	-180%[0.0737 µM]	0	1%	28%	3%	1%	-14%	4%
CCNC(=O)COC(=O)c1cc(S(=O)(=O)N2CCCCC2)ccc1C	11%	-3%	-4	-5%	0%	10%	-1%	13%	-8%
O=[N+]([O-])c1ccc(Cl)c(-c2ccc(/C=N/n3cnnc3)o2)c1	-3%	2%	-26	-9%	20%	9%	0%	6%	?
O=C(NCCO)C(=O)NCC1OCCCN1S(=O)(=O)c1cc(F)ccc1F (stereo not given)	7%	0%	-14	-4%	41%	-17%	2%	24%	-2%
CCN1CCN(C(=O)C(C)Nc2ccc(OC)cc2OC)CC1 (stereo not given)	7%	-26%	18	-5%	?	1%	-16%[11.3 µM]	10%	7%[57.1 µM]
NC(=O)C1(Nc2ccc([N+](=O)[O-])cc2)CCCC1	-8%	-29%	-4	-6%	-6%	0%	-16%	-19%	2%
O=C(Nc1n[nH]c(=S)s1)c1ccc2ccccc2c1	20%	3%	-14	-7%	0%	-6%	41%[activator]	12%	2%
COc1ccc(/C(C)=N/Nc2nc3ccccc3nc2C)cc1OC	-19%	-3%	8	-13%	-4%	-12%	46%[activator]	?	-5%
COC(=O)c1scc(C)c1-n1ccc(C(=O)C(=O)N(C)C)c1	23%	2%	1	-5%	?	-6%	5%	19%	-9%
O=C(COc1ccc(F)cc1)NCCNC(=O)COc1ccc(F)cc1	5%	-3%	12	-11%	2%	30%	-3%	1%	8%

Three structures from above, sorted by SMILES length, ascending.
SMILES	HT1080-NT tox	MCF10A rerep	IL1B secr inh	SW480 rerep	KB-V1 cytotox	KB-3-1 tox	ATXN2 expr inh	HT1080 IDH1KD tx	WRN inhibitor
COc1ccc(/C(C)=N/Nc2nc3ccccc3nc2C)cc1OC	-19%	-3%	8	-13%	-4%	-12%	46%[activator]	?	-5%
COCCn1c(SCC(=O)Nc2cccc(F)c2)nc2c(c1=O)SCC2	-1%	-9%	6	4%	?	10%	22%	-2%	4%
COC(=O)C1=C(C)N=C2SC(C)C(=O)N2C1/C=C/c1ccccc1 (stereo not given)	-3%	-180%[0.0737 µM]	0	1%	28%	3%	1%	-14%	4%

(cont.)
SMILES	HT1080-NT tox	MCF10A rerep	IL1B secr inh	SW480 rerep	KB-V1 cytotox	KB-3-1 tox	ATXN2 expr inh	HT1080 IDH1KD tx	WRN inhibitor
CCOCCCn1c(=S)[nH]c2cc(C(=O)N3CCN(C)CC3)ccc2c1=O	-6%	6%	18	-1%	-7%	4%	-10%	-3%	6%
COc1ccc(S(=O)(=O)N2CCOCC2)cc1NC(=O)C1COc2ccccc2O1 (stereo not given)	-6%	8%	1	-34%[inhibitor]	-13%	-1%	-5%	-9%	-3%
COc1cc(C(=O)NCc2nnc(SCC(=O)N3CCOCC3)o2)cc(OC)c1OC	17%	0%	1	-4%	-1%	0%	14%	26%	4%
CN(C)C(=O)CSc1nnc(Cc2ccc3c(c2)OCO3)o1	-2%	9%	-11	?	2%	-14%	nt	-3%	-8%
CN1CC(=O)NC1=NC(=O)c1cc(F)c(F)cc1Cl	-7%	0%	-15	4%	-4%	-1%	-5%	0%	6%
CCC(=O)OCC(=O)Nc1cc(S(=O)(=O)N(C)C)ccc1Cl	0%	-2%	20	-17%	0%	21%	-9%	3%	-8%
Cn1cnc(S(=O)(=O)N2CCCCC2c2cc(C(=O)Nc3ccc(F)c(Cl)c3)no2)c1 (stereo not given)	-12%	nt	-7	nt	3%	0%	20%	-19%	-1%
Cc1ccc(S(=O)(=O)N2CCC3(CC2)OCCO3)c(C)c1	-1%	5%	-20	-7%	-4%	9%	-6%	-2%	5%
Cc1ccc2nc(-c3ccsc3)c(NC3CCCC3)n2c1	4%	?	19	-9%	?	-11%	-9%	5%	-5%
COC[C@@H]1CCCN1c1ccc2c(c1)O[C@@H](COCc1ccccc1)CN([C@H](C)c1ccccc1)S2(=O)=O	-18%	nt	-20	nt	-1%	0%	0%	-2%	0%
CCCCCCC(NC(=O)Cc1ccc2ccccc2c1)C(=O)O (stereo not given)	-8%	-16%	18	?	-4%	0%	-9%	-15%	-1%
O=C(CSc1nnc(-c2ccco2)n1CC1CCCO1)c1ccccc1 (stereo not given)	6%	-14%	11	2%[9.22 µM]	3%	9%	4%	4%	-4%
CCN(CC)S(=O)(=O)c1ccc(-c2nnc(SCC(=O)c3ccc(OC)cc3)o2)cc1	-2%	-14%	20	5%	-18%	1%	-12%	0%	-23%
COc1ccc(-c2cc(C(=O)N3CCc4ccccc4C3)no2)cc1OC	8%	?	-13	10%	15%	12%	3%	-4%	-14%
CCNC(=O)C1(C)CCCN(CCOc2ccc(OC)cc2)C1 (stereo not given)	19%	nt	-10	nt	3%	0%	6%	1%	3%
CCc1ccc(N2C(=O)C(Cl)=C(Nc3ccc(C(=O)N4CCCC4)cc3)C2=O)cc1	-4%[9.24 µM]	10µM*	-92*	?	-1%	-9%	-9%	-26%	-6%
COc1ccc2nc(NC(=O)Cc3cccs3)sc2c1	-14%	?	?	-2%	-19%	0%	63%[activator]	-16%	-14%
COC(=O)c1ccccc1S(=O)(=O)NNC(=O)c1ccccc1-n1cccc1	4%	0%	7	-20%	-5%	7%	1%	0%	-6%
CCOC(=O)C1CCN(C(=O)Nc2ccc3nc(C)c(C)nc3c2)CC1	21%	7%	-5	3%	-7%	19%	3%	16%	-3%
Cc1cc(=O)n2[nH]c(-c3ccco3)nc2n1	-11%	2%	13	-3%	4%	5%	-4%	-3%	-18%
O=C(c1ccco1)c1cn(CC(=O)N2CCCC2)c2ccccc12	16%	1%	47	?	-4%	-3%	nt	6%	2%
COc1ccc(C2C(C#N)=C(C)NC3=C2S(=O)(=O)c2ccccc23)cc1 (stereo not given)	3%	?	-3	?	-5%	-5%	3%	-5%	-1%
CCc1cc(=O)oc2cc(OCC(=O)NCc3ccccn3)ccc12	3%	?	?	12µM*	-20%	-28%	0%	1%	9%
CC(OC(=O)C1CC=CCC1C(N)=O)C(Cl)=C(Cl)Cl (stereo not given)	1%	-1%	-1	-3%	?	3%	9%	4%	-10%
CN(CC(=O)NCC1CCCO1)S(=O)(=O)c1ccc2ccccc2c1 (stereo not given)	3%	nt	-17	nt	-20%	-4%	nt	1%	8%
O=C(Nc1ccc(S(=O)(=O)N2CCOCC2)cc1)c1cccc(Br)c1	-4%	6%	-8	20%	-3%	-2%	-12%	-18%	-30%
COCCNC(=S)N(CCc1c(C)[nH]c2ccc(F)cc12)Cc1cccnc1	-2%	-1%	-15	-1%	-7%	12%	-3%	-9%	3%
COc1ccc(N(CC(=O)N2CCN(c3ccc(Cl)cc3)CC2)S(=O)(=O)c2c(C)n[nH]c2C)cc1	-23%	-2%	-62*	13%	3%	-11%	?	?	-10%
COc1cc(CC(NC(C)=O)C(=O)NC2CCN(C(=O)Nc3ccccc3C)CC2)cc(OC)c1 (stereo not given)	5%	-15%	3	6%	28%	0%	0%	6%	-26%
CSc1ncccc1-c1nc2ccccc2[nH]1	11%	28%	3	-4%	-17%	11%	34%	2%	9%
c1ccc(Cn2nnc3c(N4CCCCCC4)ncnc32)cc1	-22%	?	-12	8%	-12%	?	63%[activator]	-25%	-4%
COc1ccc(NC(=O)C2CC(=O)N(c3cccc(C)c3C)C2)cc1 (stereo not given)	-1%	5%	13	-2%	-16%	-1%	-6%	-2%	6%
O=C1Nc2cccnc2Sc2ccccc21	2%	-2%	8	10%	-4%	-3%	9%	13%	-12%
COc1ccccc1C(=O)NCCC(=O)Nc1ccc(S(=O)(=O)N2CCC(C)CC2)cc1	-6%	?	-1	-3%	2%	-16%	-11%	-6%	-7%
Cc1onc(-c2ccccc2)c1C(=O)Nc1sccc1C#N	-21%	7%	-65*	1%	0%	-2%	-15%	-23%	-22%
N=c1c2c3c(sc2ncn1CCN1CCOCC1)CCCCC3	-5%	21%	0	-6%	8%	15%	-3%	-6%	-11%
CC(C)(C)c1ccc(/C=N/NC(=O)C[n+]2ccccc2)cc1	4%	2%	19	6%	0%	5%	2%	7%	-1%

SW480 rerep, hit marks shown above.
mol	IL1B secr inh	SW480 rerep	WRN inhibitor
CCc1cc(=O)oc2cc(OCC(=O)NCc3ccccn3)ccc12	?	12µM*	9%
